Screening results deposited in PubChem by National Center for Advancing Translational Sciences (NCATS).
12-LOX inh – ALOX12 (human) lipoxygenase inhibition; P18054; purified 12hLO, xylenol orange hydroperoxide absorbance; Potency, µM (top dose mostly 108 µM), for the others: at the highest dose activity change, negative = inhibition, usual class: inhibitors; 1.1% of 580,000 active; AID 1671190; active means well fitted inhibition curve with a large enough effect; inconclusive means small, poorly fitted or top-dose-only effect, or another doubt; inactive means no such curve, though single readings can be large or run the other way
Target sequence (P18054 whole entry, looked up): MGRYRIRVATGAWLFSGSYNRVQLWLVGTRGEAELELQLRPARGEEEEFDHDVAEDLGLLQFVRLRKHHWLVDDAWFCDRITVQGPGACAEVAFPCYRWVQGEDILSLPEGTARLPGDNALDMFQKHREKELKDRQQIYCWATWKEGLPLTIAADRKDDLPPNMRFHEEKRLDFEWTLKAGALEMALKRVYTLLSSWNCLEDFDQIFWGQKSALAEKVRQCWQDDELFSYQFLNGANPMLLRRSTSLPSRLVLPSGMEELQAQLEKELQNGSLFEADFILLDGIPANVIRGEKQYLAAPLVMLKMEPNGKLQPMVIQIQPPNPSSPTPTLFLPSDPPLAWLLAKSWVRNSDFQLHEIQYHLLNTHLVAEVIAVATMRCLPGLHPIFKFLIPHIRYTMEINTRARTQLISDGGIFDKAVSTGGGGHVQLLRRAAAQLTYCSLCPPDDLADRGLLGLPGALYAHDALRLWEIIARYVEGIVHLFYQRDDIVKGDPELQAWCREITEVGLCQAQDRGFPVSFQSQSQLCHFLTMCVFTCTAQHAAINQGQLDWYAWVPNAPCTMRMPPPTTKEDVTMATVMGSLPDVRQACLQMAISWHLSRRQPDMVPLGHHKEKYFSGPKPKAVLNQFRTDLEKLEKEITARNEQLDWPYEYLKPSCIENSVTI
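Hydroperoxide product was detected by ferrous iron/xylenol orange as the 573 to 405 nm absorbance ratio. Arachidonic acid at 40 uM (final) was turned over for 30 min at room temperature by 150 nM human 12hLO, pH 7.0 Hepes buffer, after 15 min compound preincubation.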
Starred values were filed as active, the others as inactive; ? = inconclusive; [ ] = another dose, or the depositor's remark. On the % scale 0 is the no-effect control and ±100 the full control effect; potency means the concentration at half of the fitted maximal effect.

12-LOX inh	SMILES
-18%	CCN1CCN(C(C(=O)O)c2c[nH]c3ccc(Cl)cc23)CC1 (centres undefined)
?	CCOc1ccc(-c2nc(C#N)c(NCCN3CCOCC3)o2)cc1
-1%[176 µM]	COCCNc1ncc(-c2cccc(OC)c2)c2c1OCC2
?	COC(=O)[C@H](CC1CCCCC1)NC(=O)[C@@H]1CN(C(=O)c2ccc(N(C)C)cc2)CCN1C(C)=O
3%	CCOC(=O)c1c(NC(=O)CSc2ccccn2)sc2c1CCC2
18µM*	Cc1cc(F)ccc1NC(=O)c1cc(-c2ccc[nH]2)n[nH]1
93%[activator]	Cc1noc(C)c1CC(=O)N1CCC(Cc2noc(C3CC3)n2)C1 (centres undefined)
-59%[176 µM]	CCN(CC)CC[C@H]1CN(C(=O)C2CC2)CC[C@H]1CC(=O)O
1%	CC(NS(=O)(=O)c1ccsc1C(=O)O)C1CCCO1 (centres undefined)
-14%	Cc1nc(-c2ccccc2)sc1C(=O)N1CCCC(C(=O)O)C1 (centres undefined)
18%	Cn1ccc2ccc(C(=O)Nc3nnc(C4CC4)s3)cc21
-7%	Cc1ccc(Cl)cc1NC(=O)N1CCC(OC2CCN(S(C)(=O)=O)CC2)CC1
43%[activator][176 µM]	O=C(NCC1CN(Cc2cccnc2)CC12CN(c1ccccc1)C2)Nc1ccccc1 (centres undefined)
33%[activator]	CCOc1ccc(C2Cn3nnc(-c4nc(-c5ccc(SC)cc5)no4)c3CO2)cc1 (centres undefined)
?	CCCNC(=O)CSc1ncc(-c2ccc(Br)cc2)o1
-1%	COc1cc(Cl)ccc1C(=O)N1CCC(Cc2nc(-c3ccc(F)cc3)no2)CC1
45%[activator]	COc1ccc(C(=O)COC(=O)Cc2coc3cc4c(cc23)CCC4)cc1OC
-10%	COCCN(CC1CCCO1)c1nc(CCN)nc2ccccc12 (centres undefined)
?	COc1cc(/C=C/c2ccc3ccccc3n2)cc(OC)c1O
-1%	COCCOCCCNC(=O)c1ccc2nc(C)c(C)nc2c1
-15%	Cc1cc(C)cc(-c2nnc(SCC(=O)N3CCCC(C)C3)o2)c1 (centres undefined)
-33%	COc1ccc(NC(=O)C(C)N(c2ccc(C)c(C)c2)S(C)(=O)=O)cc1Cl (centres undefined)
?	O=C(NC1CCS(=O)(=O)C1)c1cnn(-c2ccc(F)cc2)c1-n1cccc1 (centres undefined)
5%	Clc1ccc(COc2cccc(CNc3nn[nH]n3)c2)c(Cl)c1
0%	CSc1ccc(CNC(=O)C2CCN(c3cc(C(F)(F)F)nc(C)n3)CC2)cc1
11%	COc1cc(CN(C)C(=O)c2c(C)noc2-c2cccc(F)c2)cc(OC)c1OC
12%	Cc1ccc(-c2cnc(SCC(=O)Nc3cc(F)ccc3C)o2)cc1C
5%	CC(C)c1c(C(=O)N(C)Cc2cccc3ncccc23)cnn1-c1nccc(-c2ccccc2F)n1
56%[activator][176 µM]	c1cnc2c(c1)ncn2C1CCCCC1
32%[activator]	Cc1cccc(OCC(=O)N2CCc3nn(Cc4ccccc4)c(=O)n3CC2)c1
-1%	Cc1ccccc1NC(=O)c1nn(C)c2c1COc1ccccc1-2
2%[6.33 µM]	Cn1nc(C2CCCNC2)c2c(C(=O)NC3CC3)cc(C3CC3)nc21 (centres undefined)
-2%[6.33 µM]	O=C(c1ccc(Cl)cc1)N1CC2(CCN(C3CCCCC3)CC2)Cc2ccccc21
2%	CCN(C(=O)c1cccs1)c1cccc(C)c1
19%	COC(=O)c1cc(C(C)C)sc1NC(=O)c1ccccc1Cl
18%	COc1cc(OC)cc(-c2nc(C3CC(=O)N(c4ccc(F)c(Cl)c4)C3)no2)c1 (centres undefined)
-26%	c1cn2c(NC3CCCCC3)c(-c3ccc(N4CCOCC4)cc3)nc2cn1
4%	Cc1ccc(Nc2ncnc3sccc23)cc1C
-5%	O=C(CN1CCCCCC1)N1CCC(N2C(=O)C3(CCCC3)C2c2ccccc2)CC1 (centres undefined)
33%[activator]	COC1CN(C2CCN(C(=O)NC(C)C)CC2)C12CCOCC2 (centres undefined)
62%	O=C1CCN(Cc2ccccc2)CCOCCN1
?	CC(CCc1ccccc1)NC(=S)NC1CC2CCC1C2 (centres undefined)
?	COc1ccc(CCNc2oc(-c3ccc(OC)cc3)nc2C#N)cc1
52%[activator]	Cc1cccc(N2CCN(C(=O)c3ccc4c(c3)N(C(=O)c3ccccc3)CC4)CC2)c1C
28%	Cc1cc(C(=O)N[C@@H]2CN(Cc3ccccc3)C[C@H]2CO)nn1C
-10%	O=Cc1cc2ccccc2nc1Sc1ccc(Cl)cc1
-4%	COCc1ccc(CNC(=O)C(C)(C)C)cc1
33%[activator]	CCc1nc(NC(c2ccccc2)c2ccco2)c2cnn(C)c2n1 (centres undefined)
-56%	CCc1ccc(S(=O)(=O)N2CCN(C(=O)c3cc(C)on3)CC2)cc1
19%	CCc1nnc([C@@H]2CC(F)(F)CN2C(=O)c2cnco2)o1
-7%	CN(C)[C@@H]1CN(C(=O)c2ccco2)CC[C@]1(O)c1ccccc1
-2%	Cn1c(=O)[nH]c(=O)c2c1nc(NCc1ccco1)n2Cc1ccc(F)cc1
11%	C#CCNC(=O)C[C@@H]1c2nc(NC(=O)C3CCCCC3)sc2C[C@@H]2[C@](C)(CO)[C@H](O)CC[C@]21C
-3%	Cc1cnc(C(=O)NCc2ccc(C)s2)cn1
-8%	Cc1nc2ccccc2nc1CN1C(=O)C2CCCN2C1=O (centres undefined)
33%[activator]	CCOc1ccccc1NC(=O)N1CCC2(CC1)CC(Cc1nc(-c3ccncc3)no1)CCO2 (centres undefined)

Later entries:
12-LOX inh	SMILES
53%	Cc1noc(CN2CCN(c3nc(N)nc4c3CCC4)CC(O)C2)n1 (centres undefined)
66%[activator]	COc1ccccc1-n1nc(-c2c(C)nc3scc(CC(=O)NCCC(C)C)n3c2=O)cc1C
21%	COc1ccc(-c2ccc3nnc(CNC(=O)c4cccc(OC)c4)n3n2)cc1
8%	COc1ccc(NC(=O)C2CC(=O)N(c3n[nH]c4cccc(F)c34)C2)c(OC)c1 (centres undefined)
-19%	CCC(CC)C(O)(C#Cc1ccccc1)c1ccccc1 (centres undefined)
25%	O=C(CCCCCCCC(=O)NCCCN1CCOCC1)NCCCN1CCOCC1
18%[176 µM]	CC1(CCCCN2CCOCC2)COc2ccc(C(=O)Nc3cccnc3)cc2N1 (centres undefined)
-21%	CCN(CC)c1ncc(C=O)s1

Structural class: the entries above containing an aryl thioether with sulfur outside any ring (seven)
12-LOX inh	SMILES
3%	CCOC(=O)c1c(NC(=O)CSc2ccccn2)sc2c1CCC2
33%[activator]	CCOc1ccc(C2Cn3nnc(-c4nc(-c5ccc(SC)cc5)no4)c3CO2)cc1 (centres undefined)
?	CCCNC(=O)CSc1ncc(-c2ccc(Br)cc2)o1
-15%	Cc1cc(C)cc(-c2nnc(SCC(=O)N3CCCC(C)C3)o2)c1 (centres undefined)
0%	CSc1ccc(CNC(=O)C2CCN(c3cc(C(F)(F)F)nc(C)n3)CC2)cc1
12%	Cc1ccc(-c2cnc(SCC(=O)Nc3cc(F)ccc3C)o2)cc1C
-10%	O=Cc1cc2ccccc2nc1Sc1ccc(Cl)cc1

Additional results.
12-LOX inh	SMILES
-1%	Cc1nn(CC(=O)NCc2cccc(Br)c2)c(=O)c2cccn12
6%	COc1ccc(-c2c(C)oc3cc(OCC(=O)Nc4ccc5c(c4)OCCO5)ccc3c2=O)cc1
-14%	O=C(CSC1=Nc2ccccc2C2=NC(c3ccccc3)C(=O)N12)Nc1ccccc1Cl (centres undefined)
22%	Cn1nccc1C(=O)N1C[C@@H]2CCCN3CCC[C@@H]([C@H]23)[C@H]1CCCC(=O)NCc1ccccc1
86%[activator]	Cn1nccc1C(=O)N1CCCC1C(=O)Nc1cccc(-n2cccn2)c1 (centres undefined)
-25%	CCCNC(=O)CN(C)C(=O)CCCc1c[nH]c2ccccc12
-7%	CCCn1nc(C(=O)Nc2cccc(C)c2C)c2ccccc2c1=O
4%	Oc1ccc(CCC2CCCCN2Cc2nc(Cc3cccc(F)c3)no2)cc1 (centres undefined)

5 records drawn at random from those above:
12-LOX inh	SMILES
6%	COc1ccc(-c2c(C)oc3cc(OCC(=O)Nc4ccc5c(c4)OCCO5)ccc3c2=O)cc1
-14%	O=C(CSC1=Nc2ccccc2C2=NC(c3ccccc3)C(=O)N12)Nc1ccccc1Cl (centres undefined)
86%[activator]	Cn1nccc1C(=O)N1CCCC1C(=O)Nc1cccc(-n2cccn2)c1 (centres undefined)
4%	Oc1ccc(CCC2CCCCN2Cc2nc(Cc3cccc(F)c3)no2)cc1 (centres undefined)
-1%	Cc1nn(CC(=O)NCc2cccc(Br)c2)c(=O)c2cccn12

More structures.
12-LOX inh	SMILES
-4%	COc1ccc(N2C(=O)c3ccccc3NC2c2cnn(-c3ccccc3)n2)cc1 (centres undefined)
21%	CNC(=O)c1cc[nH]c1C1CCCN(C(=O)c2ccc(Cn3cncn3)o2)C1 (centres undefined)
17%	Cc1ccc(C(=O)N2CCC[C@H]2c2nc(-c3ccccc3)no2)c(C)c1
37%[activator]	COc1ccc(CC(=O)N2CC[C@H](CO)[C@H](O)C2)c(OC)c1
-6%	CCC(C(=O)NCc1ccc(SC)cc1)n1nc(C)c2c(C)n(-c3ccccc3)nc2c1=O (centres undefined)
29%	COc1cccc(-c2cc3c(=O)n(CC(O)c4ccc(C(C)C)cc4)ccn3n2)c1 (centres undefined)
59%[activator][176 µM]	FC(F)(F)c1ccc2nc([C@H]3CCN(C4CCCCC4)C3)[nH]c2c1
-7%	O=C(CS(=O)(=O)Cc1ccc(C(F)(F)F)cc1)Nc1ccc(F)cc1F
43%[activator]	Cc1ccc(C(=O)N2C[C@H]3OC(=O)N(CCc4cccc(Cl)c4)[C@H]3C2)cn1
?	CCCOc1c(Cl)cc(/C=C/C(=O)c2ccc(O)c(OC)c2)cc1OC
47%[activator]	O=C(C1CCCCC1)N1CCC(c2noc(CO)n2)C1 (centres undefined)
13%	COC(=O)C1CCCCN1Cc1ccc2c(c1)CN(Cc1cnn(-c3ccccc3)c1)CCO2 (centres undefined)
32%[176 µM]	CC(=O)N1CC2(Cc3ccccc31)CN([S+](C)(=O)[O-])C2
13%	CCCNC(=S)NNC(=O)c1cccc(N(C)C)c1
-10%	O=C(Nc1ccc(Cl)c(-c2nc3ccccc3o2)c1)c1cc([N+](=O)[O-])ccc1N1CCOCC1
?	COc1ccccc1C(=O)N1CCC(N2Cc3cnc(C)n3C2=O)CC1
-11%	Cc1ccc(C2SCc3cc(C)c(C)cc3CS2)cc1
8%	CCOc1cc2ccccc2cc1C(=O)Nc1nnc(C)s1
-5%[6.33 µM]	COC(=O)CNC(=O)C1CCc2nnc(C3CCN(C(=O)c4ccccc4)CC3)n21 (centres undefined)
2%	CCOC(=O)C1=C(C)N(C2CCCCC2)C(=O)C1(NC(=O)C1CC1)C(F)(F)F (centres undefined)
0%	C(#Cc1ccccc1)CSc1nc2ccccc2s1
6%	CN(C)S(=O)(=O)c1ccc(Cl)c(C(=O)Nc2nnc(C3CC3)s2)c1
5%	Clc1ccc(C2Cn3nnc(-c4noc(-c5ccc6c(c5)OCO6)n4)c3CO2)cc1 (centres undefined)
-7%	CCOc1ccc(NC(=O)COc2ccc(C(C)C)cc2)c2cccnc12
37%[activator]	Cc1nc(-c2cccc(N3CC(C(=O)NC4CCCC4)CC3=O)c2)no1 (centres undefined)
15%[176 µM]	CC(C)NC(=O)C[C@@H]1C[C@H]2O[C@H](CNC3CCC(F)(F)CC3)[C@@H](O)[C@H]2O1
4%	COCc1ccc(C(=O)NCc2ccc(C#N)cc2)cc1
18%	COC1CCCN(c2ccc(C(=O)NCCCn3ccnc3C(C)C)cn2)C1 (centres undefined)
21%	Cc1cccc(NC(=O)Cn2c(C)cc3ccccc32)c1C
2%[176 µM]	CC(C)CNC(=O)c1ccc2c(c1)C1(CCCN(CC3CC3)C1)CN2C (centres undefined)
0%	O=C1CCCN1C(=O)CSc1nc(Nc2ccccc2)c2ccccc2n1
-9%	COc1ccc(C(=O)COC(=O)CCC(=O)c2ccc3c(c2)OCCO3)cc1

Part of the list above in order of number of heavy atoms, lowest first.
12-LOX inh	SMILES
4%	COCc1ccc(C(=O)NCc2ccc(C#N)cc2)cc1
0%	O=C1CCCN1C(=O)CSc1nc(Nc2ccccc2)c2ccccc2n1
-9%	COc1ccc(C(=O)COC(=O)CCC(=O)c2ccc3c(c2)OCCO3)cc1

Continuation.
12-LOX inh	SMILES
-23%	COc1ccc(-c2c(-c3ccc(C)c(C)c3)[nH]c3c2c(=O)[nH]c(=O)n3C)cc1
-8%	Cc1cc(C)[nH]c(=S)n1
43%	COc1ccc(-c2nc3c(c(SCC(=O)Nc4ccc(OC)cc4OC)n2)COC(C)(C)C3)cc1
11%	COC(=O)C1=C(C)Nc2nc3ccccc3n2C1c1ccc(OC)c(OC)c1 (centres undefined)
-12%	CCCNc1cc(N2CCC(CCC(=O)N3CCN(c4ccccc4F)CC3)CC2)ncn1
?	CC(C)c1nc2c(c(-c3ccc(O)cc3)n1)CCN(C(=O)c1cccc(Cl)c1)CC2
13%	Cn1nc(C(=O)OCC(=O)NCc2ccccc2)c2ccccc2c1=O
?	COc1ccc(OC)c2sc(N3CCN(C(=O)C4CCCCC4)CC3)nc12

The closing 2 entries of the part above lead into the next.
12-LOX inh	SMILES
13%	Cn1nc(C(=O)OCC(=O)NCc2ccccc2)c2ccccc2c1=O
?	COc1ccc(OC)c2sc(N3CCN(C(=O)C4CCCCC4)CC3)nc12
?	COC(=O)c1ccc(C(=O)NCC2(c3ccccc3)CC2)cc1
-6%	O=C1CC(C(=O)Nc2ccccc2)n2nc(SCc3ccccc3)nc2N1 (centres undefined)
-29%	Cc1nc(-c2ccc(OC3CCN(C(=O)c4nn(C)c5ccccc45)C3)cc2)no1 (centres undefined)
37%[activator]	CCc1noc([C@@H]2CC(F)(F)CN2C(=O)CCc2c(C)noc2C)n1
4%	O=C(c1ccc(CSc2ncccn2)o1)N1CCC(N2CCCC2=O)CC1
17%	Cc1ccc(OCc2ccc(C(=O)Nc3cccc(C)c3)cc2)cc1
10%	Cc1noc(C2CC3(CCN(C(=O)c4cccn4C)CC3)CN2C)n1 (centres undefined)

An excerpt, so the mix of outcomes need not match the whole.
